From PubChem
FLuc modulator: counter-screen for miR-21 project: firefly luciferase inhibitors or activators. AID 588342. Potency, µM (titrated, usually from 57.5 µM), for the others: top-dose activity change, negative = inhibition, usual class: inhibitors. P08659. 360,000 tested, 6.9% active. purified FLuc, Km substrates, luminescence inhibition;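 also: potency is read from the fitted curve at half-maximal effect; plate controls were vehicle for no effect and reference inhibitor for full effect; nearly all actives have a fitted effect of over 55% in size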
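Purified P. pyralis luciferase, 10 nM final, with Km-level 10 uM D-luciferin and 10 uM ATP in 50 mM Tris acetate pH 7.5, 10 mM Mg acetate, 0.01% Tween-20, 0.05% BSA; 6-point qHTS titration about 60 µM downward; luminescence read.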
Rab9 prom act: activates the Rab9 promoter; Huh7 Rab9 promoter-luciferase reporter, luminescence, 24 h; Potency, µM (doses to about 9.22 µM), for the others: at the highest dose activation, negative = inhibition, hits mostly activators; 320,000 tested, 2.8% active; also: potency is read from the fitted curve at half-maximal effect; % of control where 0% means no effect; nearly all actives have a fitted effect of over 60% in size
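Luminescence from Amplite-detected luciferase (10 minutes, ambient) reports Rab9 promoter activation. Before that, stable Rab9-luciferase Huh7 cells (1500/well, reduced-serum OP-MEM I plus 10% FBS) were exposed to compound for 24 hours at 37C.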
Gal4-VP16 FLuc: counter-screen for ROR gamma inhibitors: Gal4-VP16 reporter; Drosophila S2 Gal4-VP16 UAS-luciferase, luminescence, 20 h; 310,000 tested, 3.5% active; AID 2546; Potency, µM (titrated, usually from 53.6 µM), for inactives: at the top dose activity, negative = inhibition, actives largely listed as inhibitors;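 also: Gal4-VP16 expression switched on by copper sulfate through the metallothionein promoter; potency is read from the fitted curve at half-maximal effect; % is scaled to controls: 0 for no effect and ±100 for the full control effect; nearly all actives have a fitted effect of over 50% in size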
TRPV1 ag: activates the human vanilloid receptor TRPV1 | Q8NER1 | TRPV1-expressing cells, Fluo-8 calcium influx, agonist mode | activation, % at 8.33 µM | 320,000 tested, 0.19% active | AID 540275; in the data active = activation above about 80%; inconclusive = between about 30% and that limit; also: 0% is about no effect
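Cells expressing TRPV1 were dye-loaded with Fluo-8 and read kinetically: 10 s baseline, 3 min after compound (agonist portion), then 2 min after EC20 capsaicin (allosteric enhancer portion). Calcium-bound dye fluorescence at 480/520 nm.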
p53 reactivation: mutant p53 re-activation in reporter cells; Potency, µM (doses to about 92.2 µM), inactives show top-dose activity change, positive = activation, hits mostly activators; 320,000 tested, 0.063% active; H1299 p53-A138V BP100-luciferase reporter, luminescence, 24 h; AID 504706; also: potency is read from the fitted curve at half-maximal effect; % of control where 0% means no effect; nearly all actives have a fitted effect of over 45% in size
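H1299 (p53-null), stable ts p53-A138V + BP100-Luc; 1000 cells/well, Opti-MEM/10% FBS; cpd 4 pt, 1:5; 24 h, 37 deg C, 5% CO2; detection reagent 10 min RT; luminescence.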
RORg inh: blocks mouse ROR gamma transcriptional activity; P51450; Drosophila S2 Gal4-RORgamma UAS-luciferase reporter, 20 h; Potency, µM (series often up to 53.6 µM), for the others: at the top dose activity change, negative = inhibition, actives largely listed as inhibitors; 310,000 tested, 5.4% active; AID 2551; also: potency is read from the fitted curve at half-maximal effect; % is scaled to controls: 0 for no effect and ±100 for the full control effect; nearly all actives have a fitted effect of over 60% in size
Target sequence (P51450 whole entry, looked up, the tested form may be a part): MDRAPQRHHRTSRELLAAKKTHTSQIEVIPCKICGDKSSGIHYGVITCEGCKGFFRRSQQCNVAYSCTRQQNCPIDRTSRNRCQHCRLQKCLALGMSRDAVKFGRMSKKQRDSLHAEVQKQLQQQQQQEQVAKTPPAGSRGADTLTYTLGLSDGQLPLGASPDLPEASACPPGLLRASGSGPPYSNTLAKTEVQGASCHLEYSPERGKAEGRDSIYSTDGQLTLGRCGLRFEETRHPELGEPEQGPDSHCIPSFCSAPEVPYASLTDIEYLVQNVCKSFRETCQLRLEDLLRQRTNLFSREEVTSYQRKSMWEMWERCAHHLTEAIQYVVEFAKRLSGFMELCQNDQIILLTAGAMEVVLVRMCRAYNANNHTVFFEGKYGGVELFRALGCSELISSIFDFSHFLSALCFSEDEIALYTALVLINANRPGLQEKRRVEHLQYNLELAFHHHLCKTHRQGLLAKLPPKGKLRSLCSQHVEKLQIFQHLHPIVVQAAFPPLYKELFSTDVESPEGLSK
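Drosophila Schneider cells stably carrying a metallothionein-driven Gal4 DBD–ROR gamma fusion and a UAS-Photinus luciferase reporter were exposed to compound for 1 hr, then induced with copper sulfate (700 uM final) for 20 hr at ambient temperature before luminescence reading.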
Tb PFK inh: blocks T. brucei phosphofructokinase. O15648. T. brucei PFK, ADP-Glo luminescence. Potency, µM (titrated, usually from 57.5 µM), inactives show top-dose activity, negative = inhibition, actives largely listed as inhibitors. 330,000 tested, 0.17% active. AID 485367;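 also: potency is read from the fitted curve at half-maximal effect; 0% = uninhibited 1x PFK enzyme wells and -100% = no-enzyme wells; nearly all actives have a fitted effect of over 60% in size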
Target sequence (O15648 whole entry, looked up): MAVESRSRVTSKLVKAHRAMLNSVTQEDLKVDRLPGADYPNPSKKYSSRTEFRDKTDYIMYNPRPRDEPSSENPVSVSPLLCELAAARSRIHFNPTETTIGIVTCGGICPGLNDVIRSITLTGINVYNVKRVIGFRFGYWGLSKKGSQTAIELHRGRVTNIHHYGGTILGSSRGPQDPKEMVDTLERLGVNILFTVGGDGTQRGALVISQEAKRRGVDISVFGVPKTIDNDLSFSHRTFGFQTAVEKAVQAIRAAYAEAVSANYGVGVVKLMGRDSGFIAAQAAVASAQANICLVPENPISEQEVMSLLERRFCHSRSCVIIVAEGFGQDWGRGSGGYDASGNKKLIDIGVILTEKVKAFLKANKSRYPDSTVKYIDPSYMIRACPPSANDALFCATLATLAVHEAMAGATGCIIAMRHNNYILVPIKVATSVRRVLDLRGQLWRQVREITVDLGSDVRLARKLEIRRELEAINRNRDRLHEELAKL
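1.25 nM PFK with 0.5 mM F6P and 0.1 mM ATP in 0.1 M TEA pH 8.0, 5 mM MgCl2, incubated 45 min at room temperature; ADP measured by ADP-Glo luminescence; compounds titrated up to 57 uM.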
ELG1 repair inh: inhibitors of ELG1-dependent DNA repair in HEK293T cells. 330,000 tested, 2.3% active. AID 504467. HEK293T ELG1-luciferase reporter, luminescence, 16 h; DNA damage induced by 5-fluorouridine. Potency, µM (titrated, usually from 46.1 µM), for the others: at the top dose activity change, negative = inhibition, most hits filed as inhibitors; also: potency is read from the fitted curve at half-maximal effect; % is scaled to controls: 0 for no effect and ±100 for the full control effect; nearly all actives have a fitted effect of over 55% in size
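In this reporter screen, reduction of luminescence relative to DMSO vehicle indicated activity. Compounds and 5-fluorouridine were added together to 2,000 cells per well, incubated for 16 hr at 37 °C, then developed with ONE-Glo.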
BRCA1 expr act: increases BRCA1 expression; MCF7-BRCA1-FFLuc reporter, luminescence, 48 h; response scale: scaled: vehicle 0%, 10 µM genistein 100%; Potency, µM (titrated, usually from 46.1 µM), inactives show top-dose activation, most hits filed as activators; 380,000 tested, 1.1% active; also: potency is read from the fitted curve at half-maximal effect; nearly all actives have a fitted effect of over 80% in size; some results filed as inactive show a strong effect at the top dose
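Luminescence from a BRCA1-driven firefly luciferase in MCF7 cells was read after 48 h compound exposure at 37 C. Data normalized against DMSO and a 10microM genistein activation control, then curve-fitted across the titration.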
ELG1 genotox: genotoxicity induction in ELG1-luciferase HEK293T cells. HEK293T ELG1-luciferase reporter, luminescence, 16 h. Potency, µM (top dose mostly 46 µM), for the others: top-dose activity change, positive = activation, most hits filed as activators. 330,000 tested, 1.3% active; also: potency is read from the fitted curve at half-maximal effect; % of control where 0% means no effect; nearly all actives have a fitted effect of over 60% in size
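HEK293T cells expressing luciferase-tagged ELG1 were exposed to compound or DMSO vehicle for 16 hr at 37 °C and 5% CO2. Luciferase activity was then measured with ONE-Glo after 30 min at room temperature.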
NPC1 prom act: NPC1 promoter activation. 320,000 tested, 2.4% active. Huh7 NPC1 promoter luciferase reporter, 24 h. Potency, µM (doses to about 9.22 µM), for the others: at the highest dose activation, hits mostly activators;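 also: potency is read from the fitted curve at half-maximal effect; % of control where 0% means no effect; nearly all actives have a fitted effect of over 60% in size; reporter is driven by a mutant NPC1 promoter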
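Stably transfected Huh7 (NPC1 promoter→luciferase), 1500 cells/well in Opti-MEM + 10% FBS, 2 h settle, then compound 24 h at 37 °C. Luminescence after 10 min with Amplite reagent.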
The depositor's hits bear a star; ? = inconclusive; nt = not tested or not shown; [ ] = dose if it differs, or a comment. Unless noted, calls follow the shape of the dose curve; as a rule, active = well fitted curve in the direction sought with a large enough effect; inconclusive = small, poorly fitted or top-dose-only effect, or another doubt; inactive = no such curve, though single readings can be large; an effect the other way counts as inactive or inconclusive. Compounds as they come. About 15% of those tested had a hit in this group.

entry	molecule	FLuc modulator	Rab9 prom act	Gal4-VP16 FLuc	TRPV1 ag	p53 reactivation	RORg inh
1	Brc1cnc(N2CCOCC2)nc1N1CCCCC1	-1%	-5%	5%	nt	12%	19%
2	CCOC(=O)CNC(=O)CSc1nc(C)cc(C)c1C#N	-3%	-4%	-5%	nt	-11%	25%
3	Cc1ccc(S(=O)(=O)N(CCCO)CC(O)CON=C2c3ccccc3-c3ccccc32)cc1 (configuration not stated)	3%	-3%	?	15	-4%	?
4	CCOC(=O)C1(CCOc2ccccc2)CCN(Cc2cc(OC)c3c(c2)OCO3)CC1	1%	-10%	-5%	-1	0%	44%
5	Cc1ccccc1CC(=O)N1CCCC1	3%	1%	-4%	-7	-18%	-36%
6	CCCCOc1ccc(C(=O)Oc2cc(C)[nH]c(=O)c2[N+](=O)[O-])cc1	3%	6%	-1%	0	4%	-16%
7	CCOC(=O)C1(Cc2cccc(OC)c2)CCN(Cc2cccnc2)CC1	5.4µM*	14%	-18%	5	4%	11µM*
8	COc1ccc(NS(=O)(=O)c2cc3c(cc2C)N(C)CCO3)c(OC)c1	1%	-5%	-2%	9	2%	-14%
9	CN(Cc1ccc(Cl)s1)C(=O)CNC(=O)CNC(=O)c1ccc(Cl)cc1Cl	nt	1%	nt	4	-7%	nt
10	COC(=O)c1cc(=O)nc2sc(-c3ccc(F)cc3)nn12	?	10%	5%	-2	3%	-6%

entry	Tb PFK inh	ELG1 repair inh	BRCA1 expr act	ELG1 genotox	NPC1 prom act
1	-6%	?	-14%	3%	-2%
2	-2%	?	-6%	7%	4%
3	0%	?	-73%	-5%	-3%
4	1%	?	-44%	-11%	-4%
5	1%	-1%	2%	-7%	-3%
6	0%	9%	-7%	1%	8%
7	3%	?	0%	?	-2%
8	0%	17%	-24%	-1%	-1%
9	-6%	2%	-1%	-1%	0%
10	-14%	16%	4%	-1%	4%

The list continues.
entry	molecule	FLuc modulator	Rab9 prom act	Gal4-VP16 FLuc	TRPV1 ag	p53 reactivation	RORg inh
11	O=Cc1ccc(-c2cc(Cl)ccc2Cl)[nH]1	-5%	-1%	-4%	30	13%	1%
12	O=C(CCC(=O)NC1CCCCC1)N/N=C/c1ccncc1	-2%	-1%	-9%	-1	-1%	11%
13	O=C(O)c1c(-c2ccccc2)nnc2ccccc12	2%	-4%	-5%	-4	1%	-16%
14	COc1ccc(-c2cc(C(=O)NCC3CCCO3)c3ccccc3n2)cc1 (configuration not stated)	12µM*	17%	8%	11	1%	22%
15	O=C(c1ccc(Cn2cnnn2)cc1)N1CCCC(Nc2ccc(F)cc2)C1 (configuration not stated)	1%	3%	2%	2	-8%	37%
16	Cc1ccc(S(=O)(=O)c2ccccc2)cc1S	-13%	-3%	?	0	2%	?
17	O=C(COC(=O)c1cnccn1)Nc1ccc2c(c1)OCO2	0%	0%	5%	nt	15%	6%
18	COc1cc(C(C2=C(O)CC(C)(C)CC2=O)C2C(=O)CC(C)(C)CC2=O)cc(OC)c1OC (configuration not stated)	-10%	2%	1%	-2	2%	6%
19	CC(NC(=S)Nc1ccc(Cl)cc1)C(c1ccccc1)N1CCOCC1 (configuration not stated)	1%	0%	6.3µM*	1	3%	6.3µM*
20	CC(=O)Nc1ccc(NC(=O)CSc2nnc(-c3cccs3)n2C)cc1	-14%	0%	-6%	1	3%	-2%

entry	Tb PFK inh	ELG1 repair inh	BRCA1 expr act	ELG1 genotox	NPC1 prom act
11	-9%	-4%	0%	-2%	-1%
12	2%	11%	-5%	0%	0%
13	3%	0%	14%	-2%	-1%
14	2%	-6%	15%	-6%	14%
15	-11%	-19%	-6%	-5%	-2%
16	18%	-17%	nt	-1%	-1%
17	-5%	13%	6%	-1%	0%
18	-6%	17%	-1%	-10%	4%
19	8%	2%	5%	-4%	-4%
20	-1%	0%	0%	0%	-2%

(more compounds)
entry	molecule	FLuc modulator	Rab9 prom act	Gal4-VP16 FLuc	TRPV1 ag	p53 reactivation	RORg inh
21	COc1ccccc1CNC(=O)COC(=O)C1CCN(S(=O)(=O)c2ccccc2)CC1	4%	2%	nt	3	3%	nt
22	Nc1nc(Cn2nnc(-c3ccccc3Cl)n2)nc(N2CCOCC2)n1	-2%	-4%	-1%	-1	-1%	-4%
23	Nc1cn(C2OC(CO)C(O)C2O)c(=O)[nH]c1=O (configuration not stated)	5%	5%	-2%	1	?	-1%
24	Cn1nnc(NC(=S)NC(=O)c2ccc(-c3ccc(Br)cc3)o2)n1	-4%	4%	5µM*	3	5%	0.71µM*
25	COc1ccc(CNS(=O)(=O)NCc2ccc(C)cc2)cc1	-2%	0%	3%	7	-2%	-3%
26	C=CCn1c(SCC(=O)Nc2c(C)n(C)n(-c3ccccc3)c2=O)nc2ccccc2c1=O	6%	-5%	nt	-5	?	nt
27	CC(C)C(C)(C#N)NC(=O)CSc1nncn1-c1ccccc1 (configuration not stated)	2%	13%	-6%	-2	-2%	-14%
28	O=C(/C=C/c1ccc(Cl)cc1)N1CCN(c2ccc([N+](=O)[O-])c(N3CCOCC3)c2)CC1	?	-4%	?	4	-46%[inhibitor]	?
29	Cc1ccccc1C(=O)N1CCN(c2ccc([N+](=O)[O-])c(NCc3ccco3)c2)CC1	-3%	-3%	-6%	0	-4%	21%
30	COc1ccc(CNC(=O)CSc2nc3nc(C)cc(C)n3n2)cc1	3%	2%	-2%	-1	-1%	-9%

entry	Tb PFK inh	ELG1 repair inh	BRCA1 expr act	ELG1 genotox	NPC1 prom act
21	0%	10%	-9%	-3%	9%
22	6%	?	1%	9%	2%
23	-20%	0%	28%	0%	-3%
24	-17%	8%	23%	3%	-1%
25	-1%	4%	14%	0%	-11%
26	-4%	-6%	-2%	0%	0%
27	-1%	0%	1%	-1%	-4%
28	0%	18µM*	-12%	-5%	1%
29	-4%[0.46 µM]	?	-59%	-8%	-3%
30	-6%	0%	-17%	0%	-2%

Following part:
entry	molecule	FLuc modulator	Rab9 prom act	Gal4-VP16 FLuc	TRPV1 ag	p53 reactivation	RORg inh
31	COc1cccc(NC(=O)C(c2ccccc2)N2CCN(c3ccccn3)CC2)c1 (configuration not stated)	-8%	1%	-4%	13	-1%	7%
32	O=C(Nc1ccc([N+](=O)[O-])cn1)C1CCCCC1	-12%	-4%	7%	0	7%	36%
33	CCn1ncc(C2=NOC(C(=O)NCC(C)C)C2)c1C (configuration not stated)	2%	0%	0%	-3	-1%	9%
34	COc1cccc(C(=O)O/N=C(\N)Cc2ccc(Cl)cc2)c1	?	-3%	13µM*	0	7%	-38%
35	COc1cccc(CC2(CO)CCCN(Cc3[nH]c4ccc(C)cc4c3C)C2)c1 (configuration not stated)	-3%	-4%	-15%	2	4%	-27%

entry	Tb PFK inh	ELG1 repair inh	BRCA1 expr act	ELG1 genotox	NPC1 prom act
31	3%	-2%	-18%	5%	-2%
32	1%	0%	-17%	1%	2%
33	-4%	28%	7%	3%	-3%
34	-1%	1%	-12%	-2%	1%
35	-4%	8%	-88%[inhibitor]	-3%	-6%

Quoted at random: 4 entries already listed
entry	molecule	FLuc modulator	Rab9 prom act	Gal4-VP16 FLuc	TRPV1 ag	p53 reactivation	RORg inh
28	O=C(/C=C/c1ccc(Cl)cc1)N1CCN(c2ccc([N+](=O)[O-])c(N3CCOCC3)c2)CC1	?	-4%	?	4	-46%[inhibitor]	?
14	COc1ccc(-c2cc(C(=O)NCC3CCCO3)c3ccccc3n2)cc1 (configuration not stated)	12µM*	17%	8%	11	1%	22%
6	CCCCOc1ccc(C(=O)Oc2cc(C)[nH]c(=O)c2[N+](=O)[O-])cc1	3%	6%	-1%	0	4%	-16%
16	Cc1ccc(S(=O)(=O)c2ccccc2)cc1S	-13%	-3%	?	0	2%	?

entry	Tb PFK inh	ELG1 repair inh	BRCA1 expr act	ELG1 genotox	NPC1 prom act
28	0%	18µM*	-12%	-5%	1%
14	2%	-6%	15%	-6%	14%
6	0%	9%	-7%	1%	8%
16	18%	-17%	nt	-1%	-1%

Along the list, quoted from above:
Nos. 31 to 35 in p53 reactivation: -1%, 7%, -1%, 7%, 4%
Nos. 31 to 35 in Gal4-VP16 FLuc: -4%, 7%, 0%, 13µM*, -15%
